Screens deposited in PubChem by National Center for Advancing Translational Sciences (NCATS).
TDP-43 yeast inh – TDP-43 toxicity inhibition in yeast. TDP-43 expressing yeast growth rescue, BacTiter-Glo, 24 h. 410,000 tested, 1.8% active. AID 652104. Potency, µM (series often up to 46.1 µM), inactives show top-dose growth rescue (activation), usual class: activators; note: % of control where 0% means no effect; nearly all actives have a fitted effect of over 50% in size
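Cell-based yeast growth screen: TDP-43 expression induced in galactose, inoculum OD600=0.02 after raffinose pregrowth to mid-log. Read-out BacTiter-Glo luminescence at 24 hr, 30 deg C; inhibition of toxicity seen as signal increase.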
EPAC1 ag – EPAC1 (human) agonism; Potency, µM (top dose mostly 154 µM), inactives show at the highest dose activation, most hits filed as activators; O95398; AID 720707; EPAC1 agonist qHTS, biochemical assay; response scale: 100% = response to 6.5 mM cAMP; 360,000 tested, 0.073% active; note: nearly all actives have a fitted effect of over 60% in size
Target sequence (O95398 whole entry, looked up): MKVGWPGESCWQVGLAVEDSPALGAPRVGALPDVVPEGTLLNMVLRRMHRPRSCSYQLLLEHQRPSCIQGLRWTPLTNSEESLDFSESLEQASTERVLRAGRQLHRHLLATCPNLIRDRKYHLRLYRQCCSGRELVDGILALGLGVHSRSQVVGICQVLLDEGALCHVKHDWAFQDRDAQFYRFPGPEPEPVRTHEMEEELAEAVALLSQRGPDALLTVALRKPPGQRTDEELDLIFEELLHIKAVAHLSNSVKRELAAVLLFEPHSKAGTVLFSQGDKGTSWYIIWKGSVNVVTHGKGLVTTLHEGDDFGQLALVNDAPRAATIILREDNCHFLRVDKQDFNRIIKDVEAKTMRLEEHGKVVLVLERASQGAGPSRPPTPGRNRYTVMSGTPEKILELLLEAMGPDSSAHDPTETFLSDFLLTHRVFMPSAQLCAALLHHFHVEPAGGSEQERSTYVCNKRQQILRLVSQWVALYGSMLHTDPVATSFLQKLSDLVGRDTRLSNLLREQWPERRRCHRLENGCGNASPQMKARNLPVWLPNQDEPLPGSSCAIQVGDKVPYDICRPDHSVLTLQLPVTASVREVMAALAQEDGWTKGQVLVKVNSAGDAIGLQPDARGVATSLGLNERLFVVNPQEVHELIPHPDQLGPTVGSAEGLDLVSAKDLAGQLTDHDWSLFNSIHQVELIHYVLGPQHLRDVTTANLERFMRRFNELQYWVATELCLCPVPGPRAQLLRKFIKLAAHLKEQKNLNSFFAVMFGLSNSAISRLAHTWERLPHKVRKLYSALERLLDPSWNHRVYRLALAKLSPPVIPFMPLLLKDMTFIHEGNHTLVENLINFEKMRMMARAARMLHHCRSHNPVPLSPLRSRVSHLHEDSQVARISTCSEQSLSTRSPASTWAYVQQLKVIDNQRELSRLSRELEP
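Fluorescent GDP-exchange assay: 100 nM EPAC1 with 250 nM Rap1B preloaded with BODIPY-GDP and 50 uM GDP; compounds tested as concentration series, 5 min at room temperature, then read every 5 min for 30 min (ex 480/em 540 nm); normalized to 6.5 mM cAMP.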
EPAC2 ag – EPAC2 (human) agonism | Q8WZA2 | EPAC2 activation, biochemical qHTS; response scale: 100% = 6.5 mM cAMP response | Potency, µM (top dose mostly 154 µM), without a hit: top-dose activation, usual class: activators | 360,000 tested, 0.079% active | AID 720711; note: nearly all actives have a fitted effect of over 50% in size
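Each well held 100 nM EPAC2, 250 nM RAP1B-BODIPY-GDP and 50 uM GDP. Fluorescence, read at 5-min intervals to 30 min, was referenced to a 6.5 mM cAMP positive control.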
EPAC1 antag – EPAC1 (human) antagonism; EPAC1 GEF assay, Rap1b-BODIPY-GDP exchange fluorescence; Potency, µM (highest dose often 115 µM), for inactives: at the highest dose activity change, negative = inhibition, actives largely listed as inhibitors; 360,000 tested, 0.14% active; AID 720709; O95398;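 note: plate controls were vehicle for no effect and positive control for full effect; nearly all actives have a fitted effect of over 50% in size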
FUS yeast rescue – suppressors of FUS proteinopathy in yeast; Potency, µM (top dose mostly 76.6 µM), without a hit: at the highest dose growth rescue (activation), usual class: activators; S. cerevisiae FUS-expressing, growth rescue, OD600, 24 h; 390,000 tested, 0.24% active; AID 1347120;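 note: plate controls were DMSO vehicle for no effect and reference control for full effect; nearly all actives have a fitted effect of over 55% in size; some results filed as inactive show a strong effect at the top dose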
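Galactose (2%) drives FUS expression in yeast precultured in raffinose; seeding density OD 0.005. Test compounds incubated 24hr at 30C and 99% humidity before absorbance at 600 nm was measured.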
PTHR1 ag – activates the human parathyroid hormone receptor PTHR1 | Q03431 | 410,000 tested, 0.075% active | Potency, µM (series often up to 115 µM), for the others: top-dose activation, usual class: activators | AID 743266 | HEK293 GP2 PTHR1 cells, GloSensor cAMP luminescence, 1 h; note: nearly all actives have a fitted effect of over 55% in size; some results filed as inactive show a strong effect at the top dose; inactives centre near -15; many of its hits are not listed in these tables
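HEK-293-derived GP2 cells expressing PTHR1 and a GloSensor cAMP reporter, 3,000/well, plated overnight, given luciferin plus IBMX (each 0.5 mM as added) for 1 h at 37 °C, then compound for 1 h at 37 °C. Luminescence was read after 15 min at room temperature.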
aSyn rescue – rescues yeast growth from alpha-synuclein toxicity | Potency, µM (doses to about 46.1 µM), without a hit: at the top dose growth rescue (activation), usual class: activators | AID 652106 | Yeast expressing alpha-synuclein, growth rescue, BacTiter-Glo, 24 h | 370,000 tested, 0.14% active; note: % of control where 0% means no effect; nearly all actives have a fitted effect of over 65% in size
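Galactose-induced alpha-syn yeast (OD600=0.02, raffinose-pregrown) + pinned cpd, 24 hr, 30 deg C; growth by BacTiter-Glo luminescence. Growth restoration scores as activation.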
EPAC2 antag – EPAC2 (human) antagonism | Q8WZA2 | EPAC2 GEF exchange of Rap1B-BODIPY-GDP, fluorescence | Potency, µM (series often up to 114 µM), for inactives: top-dose activity, negative = inhibition, most hits filed as inhibitors | 360,000 tested, 0.18% active | AID 720708; note: % is set by controls: 0 for no effect and ±100 for the full control effect; nearly all actives have a fitted effect of over 45% in size; many of its hits are not listed in these tables
Numbers without * were called inactive; i = inactive; ? = inconclusive; · = no result given; [ ] = dose if it differs, or a comment. Calls come from the whole dose curve; as a rule, active = well fitted curve in the direction sought with a large enough effect; inconclusive = small, poorly fitted or top-dose-only effect, or another doubt; inactive = no such curve, though single readings can be large; an effect the other way counts as inactive or inconclusive. Potency is the fitted concentration of half-maximal effect.

Structure	TDP-43 yeast inh	EPAC1 ag	EPAC2 ag	EPAC1 antag	FUS yeast rescue	PTHR1 ag	aSyn rescue	EPAC2 antag
COc1cc(NC(=O)C2CCCN(S(=O)(=O)c3cccc4nsnc34)C2)cc(OC)c1 (centres undefined)	3%	8%	6%	0%	9%	i	4%	-5%
CCN(CC1CCCN(CCc2cccc(F)c2)C1)C(=O)c1cc2ccccc2o1 (centres undefined)	0%	-5%	-2%	-11%	18%	-60%[inhibitor]	11%	4%
Cc1c(NC(=O)C2Cc3ccccc3CN2C(=O)c2ccco2)c(=O)n(-c2ccccc2)n1C (centres undefined)	-13%	1%	-1%	10%	-2%	i	-1%	7%
OC(COc1ccc2ccccc2c1Cl)CN1CCOCC1 (centres undefined)	-16%	-14%	-1%	6%	21%	i	1%	6%
CS(=O)(=O)NN1C(=O)c2ccccc2NC1c1ccccc1O (centres undefined)	-24%	3%	12%	-1%	10%	i	-17%	3%
CC(C)CCNC(=O)CN(CCN1CCOCC1)C(=O)Cn1nnc(-c2ccc(F)cc2)n1	-26%	0%	7%	35%[activator]	5%	i	-2%	12%
Cc1cccc(NC(=O)CCC(=O)N2CCOCC2)n1	14%	-1%	-8%	-5%	-9%	i	-8%	1%
Cc1cccc(-c2nc3nc(C)cc(NC(C)c4ccccc4)n3n2)c1 (centres undefined)	25µM*	·	·	·	14%	-8%	-9%	·
COc1cc(C(=O)N2CCN(C(=O)c3ccccc3)CC2)cc(OC)c1OC	-19%	-4%	11%	19%	16%	i	-3%	7%
CCc1noc(C)c1C(=O)Nc1nc(-c2ccc(OC)cc2OC)cs1	-8%	-2%	-2%	9%	13%	-24%	0%	5%
O=C1NC(=O)C2C3OC(C(Br)C3Br)C12 (centres undefined)	8%	8%	14%	9%	-21%	-17%	?	10%
CCOC(=O)CN1C(=O)C(Sc2n[nH]c(-c3cccc(C)c3)n2)CCc2ccccc21 (centres undefined)	-15%	10%	13%	-28%	?	i	-11%	-9%
CCOC(=O)[C@]12CCC=C1N(CCC1=CCCCC1)C(=O)[C@H](CC(=O)N1CCC(c3ccccc3)CC1)C2	16%	8%	4%	-11%	?	-21%	0%	-2%
Cc1ccc(C)c(OCCC(=O)NNC(=O)c2ccccc2)c1	-5%	-15%	8%	-8%	-15%	-11%	5%	3%
O=C(NCc1ccco1)Nc1ccc(OC(F)(F)F)cc1	19%	-16%	5%	-6%	-9%	-21%	-15%	-9%

(listing goes on)
Structure	TDP-43 yeast inh	EPAC1 ag	EPAC2 ag	EPAC1 antag	FUS yeast rescue	PTHR1 ag	aSyn rescue	EPAC2 antag
Cc1ccc(SCc2cn3c(C)csc3n2)cc1	-27%	7%	18%	8%	4%	?	-2%	8%
O=C(Nc1cccc(Cl)c1)c1ccc(OC(=S)N2CCOCC2)cc1	-4%[9.22 µM]	1%	-1%	-5%	6%	-24%	0%	0%
COc1cc(-c2nnc3n(CCc4ccccc4)c(=O)c4ccccc4n23)cc(OC)c1OC	9%	-9%	-7%	-1%	-2%	-16%	-1%	16%
Cc1cc(C)cc(Oc2coc3cc(OC(=O)c4cccs4)ccc3c2=O)c1	9%	4%	4%	-1%	23%	-90%[inhibitor][57.5 µM]	-2%	-5%
O=C1CCC(c2ccccc2)(C2CCN(Cc3ccccc3)CC2)C(=O)N1 (centres undefined)	24%	-10%	4%	-28%	-16%	-7%	-25%	0%
CC(=O)c1cccc(NC(=O)C2CCCCC2)c1	0%	-1%	2%	6%	20%	i	1%	-5%
Cc1ccc(NS(=O)(=O)c2c(C)[nH]c(C)c2C(=O)N2CCCCC2)cc1Cl	-14%	4%	1%	-16%	0%	i	6%	-4%
Cc1cc(C(=O)CN2C(=O)C(=O)N(C3CCCC3)C2=O)c(C)n1CCc1ccc(F)cc1	-2%	2%	5%	5%	?	-73%[inhibitor]	2%	1%
CCC(C)(C)C1CCC2(CC1)NC(=O)N(CC(=O)N1CCN(S(=O)(=O)c3cc(C)ccc3C)CC1)C2=O (centres undefined)	2%	-5%	-11%	-26%	·	-38%	4%	-4%
COC(=O)c1ccc(Sc2ccc(Cl)cc2)c(N)c1	2%	?	23%	-4%	17%	-2%[57.5 µM]	-1%	-7%
Cc1ccc(Cl)c(OC(=O)Cn2cnc3c2c(=O)n(C)c(=O)n3C)c1	6%	1%	11%	?	28%	i	-1%	-6%
CC1CN(CCOCCSc2ccc(Cl)cc2)CC(C)O1 (centres undefined)	4%	2%	-1%	-4%	-12%	i	1%	7%
O=c1[nH]c(CNCc2cccnc2)nc2ccccc12	-15%	8%	2%	1%	-4%	-61%[inhibitor]	-1%	1%
CC(C)CNC1=CC(=O)CC(c2ccco2)C1 (centres undefined)	-7%	6%	8%	-2%	?	-2%[57.5 µM]	-2%	-5%
Cc1c(C(=O)C(=O)NCc2ccco2)c2ccccc2n1C	4%	7%	7%	3%	-3%	i	1%	8%

A second format for some results above.
Every second line gives: TDP-43 yeast inh	EPAC1 ag	EPAC2 ag	EPAC1 antag	FUS yeast rescue	PTHR1 ag	aSyn rescue	EPAC2 antag
> O=C1CCC(c2ccccc2)(C2CCN(Cc3ccccc3)CC2)C(=O)N1 (centres undefined)
 : 24%	-10%	4%	-28%	-16%	-7%	-25%	0%
> CC(C)CNC1=CC(=O)CC(c2ccco2)C1 (centres undefined)
 : -7%	6%	8%	-2%	?	-2%[57.5 µM]	-2%	-5%
> Cc1ccc(Cl)c(OC(=O)Cn2cnc3c2c(=O)n(C)c(=O)n3C)c1
 : 6%	1%	11%	?	28%	i	-1%	-6%
> Cc1ccc(NS(=O)(=O)c2c(C)[nH]c(C)c2C(=O)N2CCCCC2)cc1Cl
 : -14%	4%	1%	-16%	0%	i	6%	-4%
> O=c1[nH]c(CNCc2cccnc2)nc2ccccc12
 : -15%	8%	2%	1%	-4%	-61%[inhibitor]	-1%	1%
> CCC(C)(C)C1CCC2(CC1)NC(=O)N(CC(=O)N1CCN(S(=O)(=O)c3cc(C)ccc3C)CC1)C2=O (centres undefined)
 : 2%	-5%	-11%	-26%	·	-38%	4%	-4%

Remaining list, next part
Structure	TDP-43 yeast inh	EPAC1 ag	EPAC2 ag	EPAC1 antag	FUS yeast rescue	PTHR1 ag	aSyn rescue	EPAC2 antag
O=C(CC1SC(N2CCOCC2)=NC1=O)Nc1cccc(C(F)(F)F)c1 (centres undefined)	23%	-3%	-3%	8%	·	-7%	6%	14%
COc1ccc(C(=O)OCc2c(C)noc2C)cc1	25%	9%	10%	8%	-1%	-9%	3%	5%
CCC(C)[C@H](NC(=O)c1cc2cc(Cl)ccc2n1C)C(=O)N1CCC(C(=O)O)CC1 (some centres undefined)	26%	-3%	10%	0%	28%	i	8%	3%
CCOc1cc(NC(=O)c2ccco2)c(OCC)cc1NC(=O)c1ccco1	-18%	-2%	-3%	22%	13%	i	-11%	11%
Cc1ccc([C@@H]2CC(=O)[C@@H]3CN(S(=O)(=O)c4ccc(C)cc4)[C@H](c4ccc(Cl)cc4)C[C@@H]3N2S(=O)(=O)c2ccc(C)cc2)cc1	5%	0%	-9%	2%	-23%	-20%	2%	2%
Oc1ccccc1-n1nc2ccc3nonc3c2n1	28%	5%	5%	-25%	-30%	7%	8%	4%
COCCn1nnnc1C(c1ccccc1Cl)N1CCN(c2ccccc2OC)CC1 (centres undefined)	-6%	7%	5%	-8%	·	-5%	-5%	-1%
COCCCN1C(=O)C(CC(=O)NCCCCc2ccccc2)CC(C(=O)N2CCOCC2)=C1C (centres undefined)	0%	6%	5%	26%	-11%	-18%	-2%	7%
Cc1cc(OCC(O)CN)ccc1Cl (centres undefined)	-10%	0%	9%	-12%	1%	1%	-10%	-4%
CN(C)S(=O)(=O)c1cc(NC(=O)COC(=O)CCc2ccccc2)ccc1Cl	-7%	13%	-15%	4%	35%	i	-11%	-2%
Cc1nn(CC(=O)OCC(=O)NC(C)c2ccccc2)c(C)c1[N+](=O)[O-] (centres undefined)	8%	0%	7%	-17%	-31%	-3%	2%	12%
O=C(NCc1ccccn1)c1ccc2nc(C3CCCCC3)oc2c1	27%	3%	-5%	-17%	2%	-22%	4%	5%
C/C(N)=C(/C#N)C(=O)COC(=O)[C@@H](NC(=O)c1ccccc1Cl)C(C)C	23%	9%	10%	-5%	-28%	0%	1%	-7%
CC(C)(C)c1ccc(Oc2ccc(NC(=O)C3CC=CCC3C(=O)O)cc2)cc1 (centres undefined)	3%	0%	-2%	-16%	36%	-15%	10%	-7%
COc1ccc(C(=O)Nc2ccnn2C2CCN(Cc3cccnc3)CC2)cc1	10%	5%	4%	-23%	-14%	i	0%	-2%

(list continues)
Structure	TDP-43 yeast inh	EPAC1 ag	EPAC2 ag	EPAC1 antag	FUS yeast rescue	PTHR1 ag	aSyn rescue	EPAC2 antag
CCn1nc(C)c(CN2CCCC(CNS(=O)(=O)c3ccc(OC)cc3)C2)c1C (centres undefined)	-29%	1%	7%	14%	·	-4%	-4%	13%
O=C(CSc1ccc(-c2ccco2)nn1)NCc1ccccc1Cl	?	1%	0%	-5%	·	-7%	-4%	9%
CSc1nc(O)c(N=Nc2ccc(F)cc2F)c(=O)[nH]1	-42%[inhibitor]	3%	4%	27%	-3%	-31%[inhibitor]	-45%[inhibitor]	11%
CCN(CC(=O)Nc1ccc2c(c1)OCCO2)C(=O)c1ccc(Cl)cc1Cl	-4%	6%	11%	5%	3%	-54%[inhibitor]	1%	-1%
CCC(c1nnnn1Cc1ccco1)N(Cc1ccccc1OC)Cc1cc2cc(C)ccc2[nH]c1=O (centres undefined)	5%	3%	-1%	2%	?	-15%	-5%	-17%
COc1ccc2c(C#CCCO)c(-c3ccc(S(C)(=O)=O)cc3)sc2c1	?	5%	3%	-5%	8%	-9%	9%	11%
FC(F)(F)Oc1ccccc1-c1nnc(-c2cccc(C(F)(F)F)c2)o1	18%	-14%	-6%	-7%	-3%	i	1%	-23%

Only part of the results is shown; count on the stated rates, not on these rows.
